Screening data from PubChem BioAssay.
Tb PFK block: T. brucei PFK enzyme inhibition | O15648 | T. brucei PFK, ADP-Glo luminescence | Potency, µM (titrated, usually from 57.5 µM), inactives show top-dose activity, negative = inhibition, actives largely listed as inhibitors | hit rate 0.17% among 330,000 | AID 485367;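 note: potency is the fitted concentration of half-maximal effect; 0% = uninhibited 1x PFK enzyme wells and -100% = no-enzyme wells; nearly all actives have a fitted effect of over 60% in size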
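1.25 nM PFK with 0.5 mM F6P and 0.1 mM ATP in 0.1 M TEA pH 8.0, 5 mM MgCl2, incubated 45 min at room temperature; ADP measured by ADP-Glo luminescence; compounds titrated up to 57 uM.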
Menin MLL FP TR: inhibitors of human menin-MLL interaction, mutant MLL peptide; Menin + Texas Red MLL mutant peptide, fluorescence polarization; Potency, µM (highest dose often 61.6 µM), for the others: at the top dose FP activity change, negative = inhibition, usual class: inhibitors; hit rate 0.23% among 270,000; active = well fitted inhibition curve with a large enough effect in the polarisation, with a control signal flat, not every such curve was filed as active; inconclusive = small, poorly fitted or top-dose-only effect, or effect the other way, or a change in a side signal; inactive = no such curve, though single readings can be large or run the other way; the % refers to the polarisation; note: potency is the fitted concentration of half-maximal effect; % of control where 0% means no effect; many of its hits are not listed in these tables
Target sequence (O00255 whole entry, looked up): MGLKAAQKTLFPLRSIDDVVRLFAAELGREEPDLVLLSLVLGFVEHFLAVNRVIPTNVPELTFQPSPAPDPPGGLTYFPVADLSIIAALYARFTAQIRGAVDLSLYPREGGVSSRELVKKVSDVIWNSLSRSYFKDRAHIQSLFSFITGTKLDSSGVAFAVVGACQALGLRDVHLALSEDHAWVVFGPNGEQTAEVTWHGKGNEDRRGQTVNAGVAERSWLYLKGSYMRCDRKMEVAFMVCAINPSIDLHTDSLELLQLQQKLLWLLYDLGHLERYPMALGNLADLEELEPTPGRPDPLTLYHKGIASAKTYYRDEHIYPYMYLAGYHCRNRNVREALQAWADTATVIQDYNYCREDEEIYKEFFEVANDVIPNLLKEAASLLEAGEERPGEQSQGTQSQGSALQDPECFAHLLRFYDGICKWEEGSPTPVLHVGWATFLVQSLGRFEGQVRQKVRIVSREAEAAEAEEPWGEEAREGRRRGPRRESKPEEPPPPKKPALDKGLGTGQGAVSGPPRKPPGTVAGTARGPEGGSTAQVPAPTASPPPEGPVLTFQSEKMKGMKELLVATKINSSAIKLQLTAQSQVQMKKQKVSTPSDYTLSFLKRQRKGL
BCR signal inh: inhibitors of chronic active B-cell receptor signaling | Potency, µM (top dose mostly 46.1 µM), inactives show top-dose ratio change, negative = lower green/red ratio, actives largely listed as inhibitors | hit rate 0.05% among 340,000 | ABC-DLBCL IkBa-CBG/CBR reporter, luminescence ratio, 4 h; active = well fitted inhibition curve with a large enough effect in the signal ratio, with a control signal flat, not every such curve was filed as active; inconclusive = small, poorly fitted or top-dose-only effect, or effect the other way, or a change in a side signal; the % refers to the signal ratio;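 note: potency is the fitted concentration of half-maximal effect; plate controls were basal doxycycline-induced cells for no effect and cells given 10 µM MG132 for full effect; MG132 reads +100%, hits lower the ratio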
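Doxycycline induced both beetle luciferases in TMD8 lymphoma cells; IKK-driven degradation limits the IkappaBalpha-fused green signal, while red luminescence normalises for cell number and nonspecific effects. Compounds tested up to 46 uM, 4 hrs.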
Giardia killer: kills Giardia lamblia. hit rate 0.15% among 340,000. activity change, % at 7.66 µM, hits read low. Giardia lamblia trophozoite viability; in the data active = activity change below about -80%; inconclusive = between about -30% and that limit;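 note: parasites exposed to compound for two days anaerobically before the ATP read; % is set by controls: 0 for no effect and ±100 for the full control effect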
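Anaerobic 48 hrs incubation at 37 deg C of 100 trophozoites/well with test compounds; ATPLite 1-Step luminescence, 15-30 min RT, reports cellular ATP as viability.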
FBPA coupling cs: inhibits coupling enzyme system, counter-screen for aldolase hits; activity change, negative = inhibition, % at 58.2 µM, hits read low; coupling enzyme system counterscreen, AmpLite Red fluorescence; hit rate 0.67% among 290,000; in the data active = activity change below about -30%; note: % is set by controls: 0 for no effect and ±100 for the full control effect
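First, compound is pin-transferred into glyceraldehyde-3-phosphate coupling-enzyme reagent at 57.5 uM final and held 10 min at RT. Next, substrate, coupling system and AmpLite Red are added. After 20 min RT, fluorescence (525/598 nm) is read.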
ASM inhibitor: human S-ASM enzyme inhibition | placental ASM, HMU-PC fluorogenic substrate, 60 min | AID 504937 | Potency, µM (doses to about 57.5 µM), for the others: top-dose activity change, negative = inhibition, hits mostly inhibitors | P17405 | hit rate 0.006% among 340,000; note: potency is the fitted concentration of half-maximal effect
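qHTS format. ASM enzyme prepared from human placenta hydrolyses the fluorogenic substrate HMU-PC0 (9 uM final) over 60 min at 37 °C after a 10 min compound preincubation.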
B2AR arrestin: agonists driving beta-arrestin recruitment to human beta2-adrenergic receptor | beta-arrestin recruitment to beta2AR, cell-based reporter | Potency, µM (series often up to 46.1 µM), inactives show at the top dose activation, actives largely listed as activators | hit rate 0.02% among 330,000;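 note: potency is the fitted concentration of half-maximal effect; 0% = DMSO controls and full agonism = EC100 isoproterenol or metaproterenol; nearly all actives have a fitted effect of over 65% in size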
Target sequence (P07550 whole entry, looked up): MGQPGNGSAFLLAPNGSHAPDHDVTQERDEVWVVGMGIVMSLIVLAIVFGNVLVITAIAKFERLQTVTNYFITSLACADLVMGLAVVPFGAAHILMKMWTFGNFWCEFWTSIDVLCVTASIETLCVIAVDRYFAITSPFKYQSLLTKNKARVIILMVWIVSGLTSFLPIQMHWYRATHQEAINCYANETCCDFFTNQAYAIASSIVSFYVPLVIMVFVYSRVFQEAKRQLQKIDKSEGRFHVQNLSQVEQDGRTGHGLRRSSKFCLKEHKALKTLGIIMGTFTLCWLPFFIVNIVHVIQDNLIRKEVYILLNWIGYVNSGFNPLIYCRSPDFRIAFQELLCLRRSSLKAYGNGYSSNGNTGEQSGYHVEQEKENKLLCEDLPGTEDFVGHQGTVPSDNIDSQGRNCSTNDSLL
Integrin act MD: activates integrin-mediated alleviation for muscular dystrophy. alpha7betagal myoblasts, beta-gal FDG fluorescence, 48 h. Potency, µM (titrated, usually from 38.3 µM), inactives show at the top dose activation, hits mostly activators. hit rate 0.064% among 350,000;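 note: potency is the fitted concentration of half-maximal effect; 100% = response of the positive control SU9516; nearly all actives have a fitted effect of over 60% in size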
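Alpha7betagal+/- myoblasts (passage 13) were plated 16-24 hr, then exposed to compounds (1:260 dilution of DMSO stock) for 48 hours at 37C. After MPER lysis, β-galactosidase reporter activity was read as FDG fluorescence (ex 480/em 540) after 30 minutes.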
GALK inhibitor: galactokinase (human) inhibition; Potency, µM (top dose mostly 57.5 µM), for the others: top-dose activity change, negative = inhibition, actives largely listed as inhibitors; hit rate 0.007% among 270,000; Purified GALK, Kinase-Glo residual ATP luminescence; P51570; note: potency is the fitted concentration of half-maximal effect; % is set by controls: 0 for no effect and ±100 for the full control effect
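Luminescence from leftover ATP (Ultra-Glo luciferase/luciferin) served as read-out after a 1 h room-temperature reaction of 5 nM GALK with 35 uM ATP and 100 uM galactose.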
TSG101-PTAP inh: blocks PTAP/TSG101 interaction to inhibit HIV-1 budding; Fluorescence polarization, FITC-PTAP peptide / Tsg101 binding; Potency, µM (top dose mostly 115 µM), inactives show at the top dose activity change, negative = inhibition, actives largely listed as inhibitors; 340,000 tested, under 10 active; AID 493005; active = well fitted inhibition curve with a large enough effect in the main read-out, with a control signal flat, not every such curve was filed as active; inconclusive = small, poorly fitted or top-dose-only effect, or effect the other way, or a change in a side signal; inactive = no such curve, though single readings can be large or run the other way; note: potency is the fitted concentration of half-maximal effect; % of control where 0% means no effect
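Compounds were pin-transferred onto Tsg101 binding domain (10 uM final) in HEPES pH 7.5 buffer, then FITC-PTAP peptide was added at 50 nM final. After 20 min at RT, polarization reported peptide displacement across a qHTS concentration series.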
PKM2 act: activators of human pyruvate kinase M2; purified PKM2, Kinase-Glo ATP luminescence, activation; response scale: 0% is enzyme alone, no compound; Potency, µM (highest dose often 57.5 µM), for inactives: top-dose activation, actives largely listed as activators; hit rate 0.34% among 260,000; AID 1631; note: potency is the fitted concentration of half-maximal effect; % is set by controls: 0 for no effect and ±100 for the full control effect; nearly all actives have a fitted effect of over 55% in size
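ATP formation by purified human PK-M2, quantified via coupled luciferase luminescence after 1 h at room temperature with 0.1 mM ADP and 0.5 mM PEP final.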
* = called active by the depositor; ? = inconclusive; . = not tested or not shown; [ ] = remark or other dose. Unless noted, calls come from the whole dose curve; as a rule, active = well fitted curve in the direction sought with a large enough effect; inconclusive = small, poorly fitted or top-dose-only effect, or another doubt; inactive = no such curve, though single readings can be large; an effect the other way counts as inactive or inconclusive. These rows are one share of the data, so the mix of outcomes need not match the whole.

SMILES | Tb PFK block | Menin MLL FP TR | BCR signal inh | Giardia killer | FBPA coupling cs | ASM inhibitor | B2AR arrestin | Integrin act MD | GALK inhibitor | TSG101-PTAP inh | PKM2 act
CC1CCC(NC(=O)C2CCN(S(=O)(=O)c3cccc4nonc34)CC2)CC1 (stereo unspecified) | 2% | -2% | 8% | 4 | 1 | -15% | -0.3% | 37% | -5% | 2% | 2%
COc1ccc(C(CNC(=O)c2ccc(NS(=O)(=O)c3ccc(F)c(C)c3)cc2)N2CCOCC2)cc1 (stereo unspecified) | 0% | . | -9% | -25 | . | -2% | 0.3% | 2% | . | 0% | .
CC(O)Cc1cn(CC(=O)N2CCN(C(=O)OC(C)(C)C)CC2)nn1 (stereo unspecified) | 2% | 8% | 14% | -15 | -1 | 3% | 0.4% | 24% | 0% | . | -1%
O=C(CSCc1ccc(Cl)cc1)N/N=C/c1ccc(Cl)cc1Cl | 3% | 8% | -5% | -18 | -8 | -13% | 0.3% | -36% | -3% | -8% | -2%
Cc1ccc(-c2cc(C(=O)NCCc3ccccn3)c3ccccc3n2)c(C)c1 | -5% | -9% | 10% | 1 | -2 | 1% | 0.1% | -30% | 2% | -3% | 1%
Cc1c(NC(=O)CSc2nnc(N)s2)c(=O)n(-c2ccccc2)n1C | -6% | -9% | -1% | 1 | 7 | 2% | -0.7% | 0% | 0% | -1% | 1%
CCOc1ccc(C(=O)Nc2cccc(C)n2)cc1 | -13% | -3% | ? | -18 | 0 | 3% | 0.4% | 21% | 13% | 0% | -41%
Cc1ccc(NC(=O)Cc2ccc(F)cc2)cc1 | -10% | . | 16% | 6 | 0 | -1% | -0.3% | -1% | 0% | 0% | -3%
CCNc1nc(NC(C)C)nc(N(C#N)C(C)C(=O)N(C)C)n1 (stereo unspecified) | -7% | 2% | 7% | 3 | -4 | 4% | -0.2% | 22% | -3% | -10% | -22%
COc1cc(OC)c(OC)cc1CN1CCSCC1 | 2% | -13% | 2% | 7 | -1 | -1% | 0.2% | -12% | -1% | 0% | -5%
CCCc1nnc(NC(=O)CCC(=O)N2CCN(Cc3ccc(OC)c(F)c3)CC2)s1 | 3% | -20% | -15% | 1 | 3 | 2% | -0.3% | 20% | 0% | -2% | 1%[0.46 µM]
Cc1ccc(NC(=O)c2cc([N+](=O)[O-])ccc2NCc2cccnc2)cc1 | 0% | -13% | -1% | 1 | 1 | -21% | 0.8% | 20% | 1% | -7% | 2%
O=C(CCn1c(=S)oc2ccccc21)Nc1cccc(O)c1 | 0% | 7% | -26% | -10 | -1 | 3% | -0.2% | 0% | -1% | -4% | 14%
O=C1NCCCC1C(=O)N/N=C/c1cccc([N+](=O)[O-])c1 (stereo unspecified) | 1% | . | -3% | -11 | 2 | 4% | -0.7% | 3% | 7% | -5% | 2%
O=C(COC(=O)c1cnccn1)Nc1cccc2ccccc12 | -2% | -11% | -2% | -2 | 1 | -3% | 0.0% | 5% | 9% | 3% | -5%
Cc1onc(-c2ccccc2Cl)c1C(=O)N(Cc1nc(-c2ccccc2)no1)C1CCCCC1 | -5% | 8% | 12% | 1 | -1 | -7% | 0.1% | -9%[7.66 µM] | 4% | -2% | 6%
COc1cccc(-c2nc(=S)c3c(n2CCCO)CCCC3)c1 | -1% | 1% | 0% | -3 | -2 | 27% | 0.0% | 26% | -5% | -6% | -10%
COc1cccc(-n2cc(C(=O)NCCCOC(C)C)c3ccccc3c2=O)c1 | 0% | 0% | 1% | -25 | 2 | 6% | 0.4% | -18% | . | 0% | .
CCOC(=O)c1c(CSc2ccccc2)oc2cc(Br)c(O)c(CN(C)C)c12 | -1% | . | ? | 1 | -9 | -8% | -0.6% | -24% | 4% | 1% | ?
COc1ccc(CCC(=O)Nc2ccc3c(c2)OCO3)cc1OC | -3% | 1% | -3% | -6 | -2 | 1% | 0.4% | -4% | -3% | -6% | 0%
COc1cccc(OC)c1C(=O)Nc1ccc(C)cc1C(=O)c1ccccc1 | -9% | -8% | 0% | 3 | -3 | -4% | 0.0% | -2% | 1% | -1% | -4%
COc1ccc(N2CCN(C(=O)CN3C(=O)c4ccccc4S3(=O)=O)CC2)cc1 | -13% | -2% | -7% | 6 | -1 | -2% | 0.1% | 14% | 1% | -4% | 2%
CCc1ccc(N(CC(=O)NC(C)C)C(=O)CCC(=O)Nc2ccccn2)cc1 | -15% | -1% | 0% | -5 | -1 | 0% | 0.2% | ? | 8% | -3% | 0%[11.5 µM]
O=C(NC1CCN(Cc2ccccc2)CC1)c1ccccc1OCc1ccccc1Cl | -4% | . | ? | 3 | . | 0% | 0.4% | ? | -5% | -3% | 3%
O=C(CSCc1ccc(Br)cc1)NCCc1ccccc1 | -3% | -6% | 1% | 9 | 0 | -3% | -0.8% | -4% | -6% | -6% | 2%
Further compounds:
SMILES | Tb PFK block | Menin MLL FP TR | BCR signal inh | Giardia killer | FBPA coupling cs | ASM inhibitor | B2AR arrestin | Integrin act MD | GALK inhibitor | TSG101-PTAP inh | PKM2 act
COc1cccc(NC(=O)c2ccccc2Br)c1 | 0% | -9% | -26% | ? | 0 | -1% | -0.4% | -14% | -1% | -7% | -2%
O=C(NCCN1CCCCC1)Nc1ccc(Cl)cc1 | -5% | 6% | ? | 7 | 2 | -3% | 0.2% | -14% | -2% | -3% | 0%
CCc1noc(C)c1C(=O)NNC(=O)c1ccc(F)cc1 | 0% | . | 0% | -8 | . | 2% | 3.9% | 13% | . | -9% | .
CC(CNS(=O)(=O)c1ccc(Br)cc1)CN(C)C (stereo unspecified) | 2% | . | -2% | 10 | 3 | 2% | 0.0% | 0% | -3% | -1% | -3%
O=C(CN(c1ccc(F)cc1)S(=O)(=O)c1ccccc1)NC1CCCCCC1 | -10% | . | -8% | -8 | . | -2% | -0.3% | 4% | 2% | 0% | 0%
COc1ccc(OCCSc2nnc(C(C)NC(=O)c3ccccc3F)n2C)cc1 (stereo unspecified) | 2% | -9% | 0% | 5 | 5 | -2% | 0.0% | 4% | 2% | -6% | 0%
O=CN1CCN(C(=O)c2cccc([N+](=O)[O-])c2)CC1 | 1% | -1% | 0% | -19 | 0 | 4% | -0.4% | 5% | 5% | -9% | 2%
CNC(=O)c1cn(-c2ccc(Cl)cc2)c(=O)c2ccccc12 | -1% | -13% | -7% | -3 | 0 | 1% | -0.2% | 0% | -2% | -3% | 3%
Cc1cccc(NC(=O)CSCC(=O)Nc2ccc(S(=O)(=O)N3CCOCC3)cc2)c1 | 8% | . | -13% | -5 | . | 1% | -0.3% | 14% | . | -6% | .
CCOC(=O)c1ccc(S(=O)(=O)NNC(=O)c2cccc(N(C)C)c2)cc1 | -2% | 1% | -1% | -6 | 6 | 2% | 0.0% | 6% | -1% | -1% | -3%
COCCNC(=O)COC(=O)c1nsc(Cl)c1Cl | -2% | -19% | 1% | -2 | 0 | 2% | -0.7% | 20% | 0% | -7% | 4%
NC(=O)c1ccccc1OCCOc1ccc(Br)cc1 | 1% | -14% | ? | 4 | 1 | -1% | -0.7% | 8% | 12% | -8% | -1%
COCCCn1c(Cc2csc(Nc3cccc(Cl)c3)n2)nnc1SCC(=O)OC | -3% | 5% | -10% | 7 | -7 | -3% | 0.5% | 30% | 0% | -3% | 6%
Cn1c(NCc2cccc(Br)c2)nc2ccccc21 | -19% | 16% | 6% | -22 | 2 | -3% | 0.0% | -12% | 2% | -6% | -3%
FC(F)(F)c1cccc(CON=C2CCN(c3ncc(C(F)(F)F)cc3Cl)CC2)c1 | 0% | -3% | 9% | -1 | -3 | -4% | -0.2% | 4% | -2% | -4% | 6%
CCOc1ccc(C2C3=C(CCCC3=O)OC(N)=C2[N+](=O)[O-])cc1 (stereo unspecified) | -3% | . | -2% | 6 | 5 | -3% | -0.4% | -24% | 5% | -1% | -4%
Cc1onc(-c2c(F)cccc2Cl)c1C(=O)N(C)CC(=O)Nc1cccc(F)c1 | 9% | . | 13% | 6 | . | 1% | 0.0% | 5% | . | 0% | .
CSCC(C)N1CCC(CO)(CCc2ccccc2)CC1 (stereo unspecified) | 4% | -2% | -4% | -2 | 3 | 2% | -0.2% | -38% | -1% | -7% | -2%
O=C1NC(=O)/C(=C/c2cccc(O)c2)N1 | 7% | ? | 2% | -5 | -2 | 5% | 0.4% | 10% | 1% | 0% | -12%
CC1CCN(S(=O)(=O)c2ccc3c(c2)oc(=O)n3CC(=O)N2c3ccccc3CC2C)CC1 (stereo unspecified) | -3% | -9%[11.7 µM] | 7% | -5 | 2 | -1% | 0.1% | -13% | 2% | 0% | -21%
Fc1cccc(F)c1-n1c(CN2CCOCC2)csc1=S | 0% | 12% | 11% | 40[activator] | 1 | 1% | 0.0% | -8% | 5% | -3% | 0%
